Source: PubChem BioAssay (National Center for Advancing Translational Sciences (NCATS))
Nrf2 inh: inhibitors of Nrf2 signaling. 360,000 compounds, 2.1% hits. A549 ARE-Fluc reporter, luciferase luminescence, 18-24 h. Potency, µM (doses to about 46 µM), for inactives: at the highest dose activity change, negative = inhibition, actives largely listed as inhibitors. AID 504444; note: potency is the fitted concentration of half-maximal effect; % is set by controls: 0 for no effect and ±100 for the full control effect; nearly all actives have a fitted effect of over 60% in size
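Nrf2 activity is the BugLite luminescence, read 15 min after reagent at room temperature, following CellTiter-Fluor cytotoxicity readout (30 min, 37C). Compound titrations were applied for 18-24 h to 5000 A549 ARE_Fluc cells/well in 5% FBS OPTI-MEM.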
A549 tox: A549 cytotoxicity, counter-screen for Nrf2 inhibitors; AID 504648; 390,000 compounds, 0.16% hits; A549 ARE-Fluc cells, CellTiter-Fluor viability, 18-24 h; Potency, µM (highest dose often 46 µM), without a hit: at the highest dose activity change, negative = cytotoxicity, hits mostly inhibitors; note: potency is the fitted concentration of half-maximal effect; % is set by controls: 0 for no effect and ±100 for the full control effect
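Cytotoxicity counterscreen: CellTiter-Fluor fluorescence was measured in A549 ARE_Fluc cells after 18-24 h of compound exposure in a concentration series. The subsequent BugLite luminescent read reports ARE-luciferase activity.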
ATXN2 expr inh: ATXN2 expression inhibition; HEK-293 ATXN2-luciferase reporter, luminescence, 24 h; 360,000 compounds, 0.72% hits; AID 1745845; Potency, µM (series often up to 57 µM), without a hit: top-dose activity change, negative = inhibition, most hits filed as inhibitors; note: potency is the fitted concentration of half-maximal effect; % is set by controls: 0 for no effect and ±100 for the full control effect; nearly all actives have a fitted effect of over 55% in size
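ATXN2-luciferase reporter cells (luciferase flanked by upstream and downstream ATXN2 gene portions) were treated 24 h at 37 °C with compounds at up to 57 uM. SteadyGlo luminescence gave expression; GF-AFC fluorescence gave viability.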
S2 tox: viability counter-screen for ATXN expression inhibitors. S2 cells (HEK-293 line with an ATXN2-luciferase reporter) viability, CellTiter-Fluor protease fluorescence, 24 h. Potency, µM (highest dose often 56.7 µM), actives largely listed as cytotoxic. 400,000 compounds, 0.49% hits; note: potency is the fitted concentration of half-maximal effect; nearly all actives have a fitted effect of over 40% in size
TGFb SMAD3 inh: TGF-b pathway inhibition. Potency, µM (series often up to 46.1 µM), inactives show top-dose activity, negative = inhibition, actives largely listed as inhibitors. HepG2 CAGA-GFP TGF-b/SMAD3 reporter, GFP fluorescence, 18 h; TGF-beta stimulated, 500 pg/mL final. 410,000 compounds, 1.2% hits; note: potency is the fitted concentration of half-maximal effect; % is set by controls: 0 for no effect and ±100 for the full control effect; nearly all actives have a fitted effect of over 65% in size
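Inhibition of TGF-beta-driven CAGA-GFP reporter expression in HEPG2 cells is measured by cellular GFP fluorescence after 18 h stimulation with 500 pg/mL recombinant TGF-beta in 1% FBS medium at 37 degrees C.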
Nrf2 activator: activators of Nrf2 (ARE) signaling; 410,000 compounds, 0.31% hits; Potency, µM (series often up to 46.1 µM), inactives show at the top dose activation, usual class: activators; AREc32 ARE-luciferase reporter (MCF7-derived line), luminescence, 24 h; note: potency is the fitted concentration of half-maximal effect; % of control where 0% means no effect; nearly all actives have a fitted effect of over 65% in size
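Luciferase luminescence (Steady-Glo, 30 min at room temperature) served as the read-out of ARE activation in AREc32 cells treated with compounds for 24 hr at 37 deg C.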
IL1B secr inh: blocks inflammasome-driven IL-1 beta release. activity change, % at 57.5 µM. THP-1 LPS/ATP IL-1B secretion, AlphaLISA, 16 h; active compounds read low. 360,000 compounds, 4.7% hits. AID 743279; in the data active = activity change below about -50%; inconclusive = mostly about -30% to -49%; note: % is set by controls: 0 for no effect and ±100 for the full control effect
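Secreted IL-1B measured by AlphaLISA bead assay after 16 h compound exposure of THP-1 cells; compounds (final up to 57.5 uM) added 1 h before LPS (250 ng/mL) and ATP (1.25 mM) stimulation; lower signal means less secretion.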
HepG2 tox: HepG2 cytotoxicity, counter-screen for TGF-b inhibitors; HepG2 CAGA-GFP viability, ATP luminescence, 18 h; Potency, µM (top dose mostly 46.1 µM), without a hit: at the top dose activity change, negative = cytotoxicity, most hits filed as cytotoxic; 410,000 compounds, 0.76% hits; AID 588856; note: potency is the fitted concentration of half-maximal effect; some results filed as inactive show a strong effect at the top dose
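HepG2 CAGA-GFP cells (1000/well, DMEM with 1% FBS) received compound, then TGF-beta at 500 pg/mL final, and were incubated 18 hours at 37 degrees C. Viability was read by CellTiter-Glo luminescence. Media-only wells were set as complete cell-killing and DMSO as no toxicity.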
MCF10A rerep: DNA re-replication induction in MCF 10a cells; MCF 10A DNA re-replication, Hoechst nuclear intensity, 48 h; Potency, µM (top dose mostly 46.1 µM), without a hit: at the top dose activity, positive = re-replication, most hits filed as activators; 350,000 compounds, 2.9% hits; note: potency is the fitted concentration of half-maximal effect; % of control where 0% means no effect; nearly all actives have a fitted effect of over 50% in size
Starred values were filed as active, the others as inactive; i = inactive; ? = inconclusive; · = not tested or not shown; & = joins results of further samples; [ ] = another dose, or the depositor's remark. Unless noted, calls come from the whole dose curve; as a rule, active = well fitted curve in the direction sought with a large enough effect; inconclusive = small, poorly fitted or top-dose-only effect, or another doubt; inactive = no such curve, though single readings can be large; an effect the other way counts as inactive or inconclusive. Outcome played no part in choosing rows. Share with any hit: about 8.8%.

SMILES	Nrf2 inh	A549 tox	ATXN2 expr inh	S2 tox	TGFb SMAD3 inh	Nrf2 activator	IL1B secr inh	HepG2 tox	MCF10A rerep
COC(=O)c1cc(S(=O)(=O)N2CCN(c3ccc(F)cc3)CC2)cn1C	?	-5%&-1%	-18%	i	-29%&-27%	0.8%&-0.6%	21	-22%&-7%	-2%
CCOc1ccc(C(=O)NC2CCN(C(=S)NCc3ccco3)CC2)cc1	-9%	-17%	4%	i	-12%	4.3%	-12	6%	-3%
Cc1oc2ccc(OC(=O)N3CCOCC3)cc2c1C(=O)OC(C)C	-21%	0%	-7%	i	20%	-0.4%	1	-17%	29%
O=C(NNc1ncnc2ccccc12)c1cccc(Cl)c1	-19%	-3%	·	i	-33%	20%	12	25%	0%
COc1ccc(-c2csc(NC(=O)CCNC(=O)c3ccco3)n2)cc1OC	0%	16%	·	·	5%	2.6%	-18	-22%	22%
Cc1cccc(OCCN2C(=O)C(=O)c3cccc(C)c32)c1	9%	5%	-8%	i	13%	2.3%	?	-4%	-1%
COc1ccc(S(=O)(=O)N2CCCN(CC(=O)Nc3ccc(NC(C)=O)cc3)CC2)cc1	-3%&9%	-8%&-13%	1%&-2%	?	-18%&-23%	-0.7%&-1.5%	-9	-11%&3%	0%
O=C(NCCN1CCCOC1=O)C(=O)NCCN1CCCOC1=O	0%	7%	·	·	-13%	-0.4%	1	-4%	?
COC(=O)CC1C(=O)NCCN1C(=O)CSc1nnc(Nc2ccc(OC)cc2)s1 (stereo unspecified)	-18%	-7%	0%	i	-5%	0.4%	-11	-21%	-2%
CCCc1cc(C(=O)Nc2ccn(Cc3ccc(C)cc3)n2)no1	?	-2%	4%	i	-9%	-0.8%	13	-18%	?
CCC(=O)N1CCc2cc(Br)cc(S(=O)(=O)N3CCCC(C(=O)Nc4cccc(F)c4)C3)c21 (stereo unspecified)	?	-11%	-2%	i	?	0.6%	·	-9%	·
O=C(Nc1ccccc1)Nc1ccccc1NS(=O)(=O)c1cccs1	26%	0%	9%	i	-9%	0.1%	33	-2%	12%
Cc1c(Cl)cccc1-n1ncc(C(=O)Nc2ccc(F)cc2F)c1C1CCN(C(=O)OC(C)(C)C)CC1	26µM*	-11%	-37%	?	?	0.9%	·	-8%	·
Cc1nn(C)c(=O)n1-c1ccc(Oc2ccccc2)cc1	-4%	-2%	6%	i	3%	-0.3%	-1	-5%	-182%[0.0737 µM]
O=C(COC(=O)c1cccc(NS(=O)(=O)/C=C/c2ccccc2)c1)Nc1ccccc1OC(F)F	-12%	0%	20%	i	0%	5.4%	-14	-33%	4%
[O-][n+]1c2c(nn1-c1ccc(Cl)c(Cl)c1)-c1nonc1CC2	?	1%	8%	i	11%	3.2%	15	-2%	5%
O=C(CCC1N=C2c3ccccc3N=C(SCc3ccccc3Cl)N2C1=O)NCCc1ccccc1 (stereo unspecified)	11%[9.27 µM]	7%	8%	i	-1%	-0.6%	·	-4%	·
CC1CN(Cc2ccccc2)C(=O)N(c2ccccc2)C1=O (stereo unspecified)	0%	-2%	-1%	i	-5%	-0.1%	5	-2%	1%
CC(=O)Nc1cc(C(C)(C)C)c(O)c(C(C)(C)C)c1	17%	1%	-4%	i	-23%	-0.1%	0	-1%	-4%
CCOC(=O)c1cc(-c2ccccc2)sc1NC(=O)C(C)N1C(=O)NC(C)(c2ccc(Cl)cc2)C1=O (stereo unspecified)	?	-21%	3%	i	-13%	0.6%	-53*	-21%	13%
CCN1CCN(C(=O)c2sc3ncnc(N4CCc5ccccc5C4)c3c2C)CC1	-10%	-7%	·	i	14%	3.0%	-13	-20%	6%
O=c1[nH]c2cc3c(cc2cc1CN(Cc1nnnn1CC1CCCO1)C1CCCCC1)OCO3 (stereo unspecified)	?	-14%	15%	?	11%	-0.4%	-4	1%	-10%
COc1ccc2cc(C#N)c(N3CCOCC3)nc2c1	-9%	1%	-22%	i	-1%	0.1%	24	4%	8%
Cc1cccc(Nc2ncnc3onc(-c4cccc(Cl)c4)c23)c1	-23%	-3%	-9%	i	?	2.5%	-7	-2%	-3%
COc1cccc(-c2nnc(SCc3ccc(C#N)cc3)n2Cc2ccco2)c1	·	10%	-26%	i	5%	-0.8%	?	2%	2%
C[C@H]1CC[C@@]2(O[C@@H](CCO)C[C@@H](O)[C@@H]2O)O1	-11%	4%	7%	i	-6%	2.2%	26	-1%	4%
O=C(/C=C/c1ccccc1[N+](=O)[O-])NCc1ccccc1Cl	?	4%	13%[11.3 µM]	i	-5%	3.6%	-17	-34%	2%
COC(=O)C1=C(N)c2c(F)cccc2C1(C#N)c1ccccc1 (stereo unspecified)	12%	-5%	-2%	?	-24%	-0.3%	-12	2%	-2%
COc1ccc(-c2cc(C(=O)N3CCN(c4ncccn4)CC3)c3ccccc3n2)c(OC)c1	-9%	-3%	0%	i	-2%	5.5%	7	-1%	?
CCC(=O)N1CCC1(C)C(=O)NCc1ccc(SC)cc1 (stereo unspecified)	·	·	6%	i	8%	-0.2%	18	9%	·
Cn1c(SCc2cc(=O)[nH]c3ccccc23)nnc1-c1ccco1	11%	-2%	2%	i	-1%	2.6%	-6	-1%	0%
CCOc1nc2cnccc2n(CC(=O)Nc2cccc(C)c2)c1=O	10%	-11%	17%	i	10%	-0.8%	9	3%	?
CCN(C(=O)Cn1nc2c3cc(F)ccc3n(Cc3cccc(C)c3)cc-2c1=O)c1cccc(C)c1	7%	6%	14%	i	9%	0.3%	·	0%	·
O=C(Nc1nc2c(s1)CCCC2)c1ccc2ncsc2c1	?	6%	-31%	?	-18%	3.1%	0	-26%	?
N#Cc1cc2c(nc1S(=O)(=O)Cc1ccccc1)CCCC2	-16%	8%	7%	i	?	9.9%	-7	-1%	-3%
COc1ccc(/C=N/n2cc(-c3ccc(OC)cc3)nc2N)cc1	-18%	0%	-17%	?	-7%	5.1%	-9	-6%	-13%
O=C(Nc1ccncc1)c1ccc(-c2ccccc2)cc1	2.3µM*	0%	·	?	-33%	3.3%	-15	-21%	?
Cc1cccc(COCC(Cc2ccccc2)N2CCN(C(=O)c3ccc(C(F)(F)F)cc3)CCC2=O)c1 (stereo unspecified)	?	?	?	?	?	-0.6%	-76*	-32%	?
CCOC(=O)c1ccccc1NC(=O)C1CCN(c2ncnc3sc(C)c(C)c23)CC1	-4%	-3%	6%	i	-3%	-0.6%	54	-9%	?
O=S1(=O)CCOC[C@H](CC2CCCCC2)N1Cc1ccc(F)cc1	-2%	-2%	-1%	i	?	-1.0%	-15	-16%&-32%	16%
CC1(C)CC2(CC(C)(C)NC(=O)N2)NC(=O)N1	-3%	-8%	1%	i	21%	0.4%	-4	-34%	2%
COc1ccccc1OCC(=O)Nc1ccc2c(c1)n(C)c(=O)n2C	-12%	2%	25%	i	-16%	5.0%	-11	-5%	-1%
CCCCN(CC)CCCNC(=O)C1CCN(c2nc3ccc(CC)cc3s2)CC1	6%[9.27 µM]	-13%	·	·	·	16%	·	-96%	·
COc1ccc([C@H]2Oc3cc(O)cc(O)c3C(=O)C2[C@@H]2C(=O)c3c(O)cc(O)cc3O[C@@H]2c2ccc(OC)cc2)cc1 (stereo partly specified)	0%	-3%	-7%	i	?	3.5%	-8	-112%	?
O=C(COC(=O)c1ccc(O)cc1O)c1ccc2c(c1)OCCO2	13%	-4%	·	?	-26%	-0.4%	28	-30%	0%
Cc1ccc(S(=O)(=O)n2c3ccc(Cl)cc3c3nc(C)sc32)cc1	-12%	11%	-11%	i	-19%	-0.5%	40	-20%	7%
O=C(c1ccc(Br)o1)N(Cc1ccccc1)c1ccccn1	8%	·	-13%	i	-23%	-0.1%	16	-26%	-1%
CC(=O)N1c2ccc(S(=O)(=O)NCCC(=O)N(C)Cc3ccccc3)cc2CC1C (stereo unspecified)	-11%&-4%	-1%&-1%	8%&6%	i	-4%&-14%	-0.6%&-0.5%	15	-2%&-13%	-1%
N/C(COc1ncn(-c2ccccc2)n1)=N\S(=O)(=O)c1ccc(Cl)cc1Cl	-8%	3%	-13%	i	-14%	-0.1%	-17	-13%	5%
COc1ccc(N/C(C)=C2/C(=O)C(=O)N(CCO)C2c2ccc([N+](=O)[O-])cc2)cc1 (stereo unspecified)	-7%	-13%	7%	i	2%	0.1%	-18	-26%	21%
COc1ccc(CNC(=O)Cc2ccc(NC(=O)N3CCSc4ncccc43)cc2)cc1	-9%	4%	·	·	0%	0.7%	·	0%	·
O=C(O)c1cccc(COc2ccccc2Cl)c1	?	1%	0.71µM*	i	0%	-2.1%	-6	-27%	21%
CCOC(=O)c1ccccc1NC(=O)c1cccnc1	-10%	5%	-6%	i	-1%	-0.9%	-10	-7%	-1%
CC1CCC(NC(=O)COC(=O)C2CC3CCCC(C2)C3=O)CC1 (stereo unspecified)	23%	-7%	-1%	i	2%	0.0%	3	-12%	-3%
Cc1ccc(NC(=O)CCN2C(=O)c3ccccc3S2(=O)=O)cc1F	-10%	-8%	4%	i	?	0.0%	11	-2%	-2%
O=C1C(=Nc2cccc(Cl)c2)CC(c2ccc(Cl)cc2)N1c1cccc(Cl)c1 (stereo unspecified)	-7%	?	·	i	-8%	0.0%	14	-2%	1%

Full records from above. Order of values: Nrf2 inh	A549 tox	ATXN2 expr inh	S2 tox	TGFb SMAD3 inh	Nrf2 activator	IL1B secr inh	HepG2 tox	MCF10A rerep
COc1ccc(N/C(C)=C2/C(=O)C(=O)N(CCO)C2c2ccc([N+](=O)[O-])cc2)cc1 (stereo unspecified) is entered as -7%	-13%	7%	i	2%	0.1%	-18	-26%	21%
O=C(c1ccc(Br)o1)N(Cc1ccccc1)c1ccccn1 is entered as 8%	·	-13%	i	-23%	-0.1%	16	-26%	-1%
